Screening results deposited in PubChem BioAssay by several laboratories.
TNAP inh hi DEA – human TNAP enzyme inhibitors, primary screen, biochemical, luminescent, high phosphate acceptor level, uHTS; Alkaline phosphatase, tissue-nonspecific isozyme (Homo sapiens), P05186; purified TNAP, CDP-star luminescence, 1 M DEA; inhibition, % at 20 µM; 0.03% of 200,000 active;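 active means over 50% inhibition of tissue-nonspecific alkaline phosphatase at 20 µM in the single-dose screen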;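 further: plate controls were DMSO wells for no effect and EDTA-quenched wells as full inhibition for full effect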
TNAP inh noacc – human TNAP enzyme inhibitors, primary screen, biochemical, luminescent, no phosphate acceptor, uHTS; AID 1012, 2008; Alkaline phosphatase, tissue-nonspecific isozyme (Homo sapiens), P05186; inhibition, % at 20 µM; purified TNAP, CDP-star luminescence, 30 min; 0.26% of 200,000 active;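 active means tissue-nonspecific alkaline phosphatase inhibition above about 50% at 20 µM in the single-dose screen, limit read from the data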;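 further: 0% = DMSO negative control and 100% = EDTA positive control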
S1P3 antag – S1P3 receptor antagonists, primary screen, cell-based | 0.27% of 170,000 active | AID 485, 2006 | inhibition, % at 4.98 µM | Sphingosine 1-phosphate receptor 3 (Homo sapiens), Q99500 | CHO S1P3 NFAT-BLA reporter, FRET fluorescence, antagonist mode;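 active means inhibition above the plate cutoff, the mean inhibition of test wells on that plate plus 3 SD, cut at about 28% in these data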;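 further: cells challenged with S1P at its EC80 of 0.8 µM; blue over green emission ratio from cleaved BLA substrate after 4 h stimulation; 0% = S1P-stimulated wells and 100% = unstimulated DMSO-only wells; some compounds past the cut are filed as inactive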
Target sequence (Q99500 whole entry, looked up): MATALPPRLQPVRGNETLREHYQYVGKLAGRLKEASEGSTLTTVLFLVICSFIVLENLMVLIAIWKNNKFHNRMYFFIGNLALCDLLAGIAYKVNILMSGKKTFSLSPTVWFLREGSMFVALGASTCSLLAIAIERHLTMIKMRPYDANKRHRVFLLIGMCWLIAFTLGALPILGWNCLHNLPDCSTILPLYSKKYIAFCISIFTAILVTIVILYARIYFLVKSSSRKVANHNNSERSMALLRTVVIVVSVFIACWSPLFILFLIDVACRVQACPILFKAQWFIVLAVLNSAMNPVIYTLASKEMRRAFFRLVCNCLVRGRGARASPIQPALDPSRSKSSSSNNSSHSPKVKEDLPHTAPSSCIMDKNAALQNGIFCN
Redox H2O2 prof – compounds producing H2O2 with reducing agent – biochemical, NIH compound library profiling, artefact control for MLSCN library redox annotation, primary screen; DTT-dependent redox cycling H2O2, phenol red/HRP absorbance; 100% = 100 µM peroxide control, 0% = buffer; activation, % at 10 µM; 0.03% of 200,000 active; AID 878, 2007;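 active means activation of at least 50% relative to the plate's high and low controls in the primary single-dose screen; inactive means activation below 50%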;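 further: compound incubated with DTT at 0.8 mM final as the reducing agent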
Hsp70 activator – Hsp70 transcriptional activators, primary screen, cell-based, HeLa, Hsp70 promoter luciferase, luminescence, 10 µM; HeLa Hsp70 promoter luciferase reporter; scaled: vehicle 0, proteasome-inhibitor control 100%; activation, % at 10 µM; 0.04% of 200,000 active;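 active means activation above the mean across all tested compounds plus 3 SD, cutoff set per campaign, cut at about 5.5% in these data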;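 further: 100% = MG132 at 30 µM as the positive control and 0% = DMSO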
PMI act – activators of human PMI, primary screen, biochemical, fluorescence intensity, near-Km mannose 6-phosphate. purified human PMI, coupled resazurin fluorescence, 20 min; hits give high values; 1 = vehicle control, 0 substrate-free wells. activation factor at 20 µM. 0.005% of 190,000 active. AID 1214, 2008;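 active means activation factor of 2 or more at 20 µM, relative to plate controls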
Target sequence (P34949 whole entry, looked up): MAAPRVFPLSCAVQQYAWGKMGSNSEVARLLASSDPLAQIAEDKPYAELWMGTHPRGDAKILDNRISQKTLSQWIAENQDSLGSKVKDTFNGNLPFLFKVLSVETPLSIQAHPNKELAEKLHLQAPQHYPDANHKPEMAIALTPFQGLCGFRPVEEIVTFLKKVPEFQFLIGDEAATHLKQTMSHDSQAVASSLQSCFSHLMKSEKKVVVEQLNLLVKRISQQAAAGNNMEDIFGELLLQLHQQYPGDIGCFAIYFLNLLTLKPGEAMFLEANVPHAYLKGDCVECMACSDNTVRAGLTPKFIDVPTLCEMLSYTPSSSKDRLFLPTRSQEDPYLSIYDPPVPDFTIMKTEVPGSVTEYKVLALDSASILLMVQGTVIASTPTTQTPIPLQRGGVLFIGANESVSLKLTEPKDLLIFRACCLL
L major viab – Leishmania major promastigote growth inhibition, primary screen; Leishmania major promastigotes, resazurin fluorescence viability; inhibition, % at 10 µM; 9% of 200,000 active; AID 1063, 2008; in the data active means inhibition above about 50%;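 further: promastigotes grown with compound for 44 hours at 28 °C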
PMI act hi M6P – human PMI activators, high substrate, primary screen, biochemical, fluorescence intensity, near-saturating mannose 6-phosphate. coupled PMI enzyme assay, resazurin fluorescence, 20 min; hits give high values; 1 = untreated enzyme, 0 = substrate-free blank. AID 1216, 2008. Mannose-6-phosphate isomerase (Homo sapiens), P34949. 0.34% of 190,000 active. activation factor at 20 µM;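 active means activation factor of 2 or more at 20 µM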
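Test system: human phosphomannose isomerase with PGI, G6PDH, diaphorase coupling enzymes; Amount: PMI at 15 ng/mL final; Reagent: Mannose-6-phosphate 1.0 mM (near-saturating) plus 0.22 mM NADP+; Timing: 20 min, room temperature; Technique: resorufin fluorescence at Ex 544/Em 590 nm; Dosing: 20 µM single dose.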
Efa HMGR inh – inhibitors of E. faecalis class II HMGR, primary screen, biochemical, Enterococcus faecalis; purified E. faecalis HMGR, NADPH absorbance 340 nm kinetic; inhibition, % at 10 µM; AID 1066, 2008; 0.41% of 190,000 active;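 active means inhibition above a set limit, the median over all tested compounds plus 3 SD, cut at about 9.5% in these data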;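 further: enzyme runs in reverse so mevalonate oxidation gives rising NADPH absorbance; 0% = complete reaction with DMSO and 100% = background rate lacking mevalonate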
RAM network inh – inhibitors of the yeast RAM network, primary screen, dse1pr::URA3 reporter, 5-FOA selection. 1.8% of 190,000 active. S. cerevisiae dse1pr::URA3 reporter, 5-FOA growth OD615, 2 d; analog-sensitive cbk1-as2 kinase mutant strain. inhibition, % at 50 µM;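 active means inhibition above a set limit, 3 SD over mean compound inhibition, cut at about 8.4% in these data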;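 further: 0% = DMSO-only wells with no growth and 100% = 10 µM 1-NA-PP1 full growth; inhibition rescues growth on 5-FOA so higher OD means more RAM inhibition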
Starred values were filed as active, the others as inactive; nt = no result given.

The first 9 entries (preview)
SMILES	TNAP inh hi DEA	TNAP inh noacc	S1P3 antag	Redox H2O2 prof	Hsp70 activator	PMI act	L major viab	PMI act hi M6P	Efa HMGR inh	RAM network inh
COc1cccc(N2CCN(C(=O)/C=C/c3ccco3)CC2)c1	-3	-7	-11	-2.1	0.0	1	3	0.9	-2	2.1
Cc1ccc(-c2nnc3n2N=C(c2ccccc2)CS3)cc1	-4	-3	-10	-1.0	-0.1	0.9	-4	0.8	-5	3.8
COc1ccc(CNC(=O)c2noc3c2CCCCC3)cc1	-6	-10	-5	-2.7	-0.1	0.9	17	1	-4	-0.7
Cn1c(N)c(C(=O)COC(=O)c2cc(-c3ccccc3)nc3ccccc23)c(=O)n(Cc2ccccc2)c1=O	-2	-10	-4	0.6	0.0	1.1	-3	1	-3	2.7
CNC(=O)C12CC3CC(CC(Cl)(C3)C1)C2	0	-23	-21	0.1	-0.2	1	-3	1.1	-5	1.8
O=C/C(=C\Nc1ccc(Cl)cn1)c1nc2ccccc2o1	-2	-87	nt	1.9	0.2	1.1	-2	1	1	1.2
CCN(CC)CCCNC(=O)c1nn(-c2ccc(OC)cc2OC)c(=O)c2ccccc12	-6	-14	0	-1.0	-0.2	1	11	1	-5	1.0
Brc1ccc(-c2nnc3ccc(N4CCN(c5ccccc5)CC4)nn23)cc1	-5	-8	-75	-1.2	0.3	0.9	9	0.9	-5	3.6
COc1ccc(N/C=C\C(=O)c2ccc(C)cc2)cc1OC	3	-4	-10	0.0	0.0	0.9	-4	0.8	0	2.8

All compounds of this part (from the top)
SMILES	TNAP inh hi DEA	TNAP inh noacc	S1P3 antag	Redox H2O2 prof	Hsp70 activator	PMI act	L major viab	PMI act hi M6P	Efa HMGR inh	RAM network inh
COc1cccc(N2CCN(C(=O)/C=C/c3ccco3)CC2)c1	-3	-7	-11	-2.1	0.0	1	3	0.9	-2	2.1
Cc1ccc(-c2nnc3n2N=C(c2ccccc2)CS3)cc1	-4	-3	-10	-1.0	-0.1	0.9	-4	0.8	-5	3.8
COc1ccc(CNC(=O)c2noc3c2CCCCC3)cc1	-6	-10	-5	-2.7	-0.1	0.9	17	1	-4	-0.7
Cn1c(N)c(C(=O)COC(=O)c2cc(-c3ccccc3)nc3ccccc23)c(=O)n(Cc2ccccc2)c1=O	-2	-10	-4	0.6	0.0	1.1	-3	1	-3	2.7
CNC(=O)C12CC3CC(CC(Cl)(C3)C1)C2	0	-23	-21	0.1	-0.2	1	-3	1.1	-5	1.8
O=C/C(=C\Nc1ccc(Cl)cn1)c1nc2ccccc2o1	-2	-87	nt	1.9	0.2	1.1	-2	1	1	1.2
CCN(CC)CCCNC(=O)c1nn(-c2ccc(OC)cc2OC)c(=O)c2ccccc12	-6	-14	0	-1.0	-0.2	1	11	1	-5	1.0
Brc1ccc(-c2nnc3ccc(N4CCN(c5ccccc5)CC4)nn23)cc1	-5	-8	-75	-1.2	0.3	0.9	9	0.9	-5	3.6
COc1ccc(N/C=C\C(=O)c2ccc(C)cc2)cc1OC	3	-4	-10	0.0	0.0	0.9	-4	0.8	0	2.8
CCCCCC(=O)NNC(=S)NC(=O)c1ccc([N+](=O)[O-])cc1	0	-65	4	0.2	-0.3	0.6	-4	0.8	4	-1.5
Cc1sc2ncnc(NCc3cccnc3)c2c1C	-3	-9	-7	-0.8	-0.1	1	5	1	2	0.4
COc1cccc(C(=O)O/N=C(\C)c2cnccn2)c1	-9	-12	12	5.6	-0.1	0.9	-6	1	-7	0.6
COc1ccc(OCCNc2c([N+](=O)[O-])c(=O)oc3ccccc23)cc1	-2	-13	6	0.5	0.0	1.1	10	1	-2	1.2
CCc1ccc(-c2nc(CN3CCC(C(=O)NCCc4ccc(OC)c(OC)c4)CC3)c(C)o2)cc1	-17	-42	-4	0.9	-0.4	1	17	1	-3	1.0
O=C(CCN1CCN(c2ccccc2)CC1)Nc1nccs1	0	-4	nt	0.0	-0.3	0.9	-1	1	2	-0.4
COc1ccc(N2C(=O)c3ccccc3NC2(C)C)cc1	-1	-12	-18	0.2	-0.2	1.1	-5	1.1	0	0.5
CCC(C)NC(=O)CCCCCn1c(=O)[nH]c2cc(OC)c(OC)cc2c1=O (stereo unspecified)	-7	-2	nt	-0.8	-0.5	1.1	5	1	-6	1.5
C/C(N)=C(/C#N)C(=O)CSc1ncnc2ccccc12	-8	-6	-14	0.2	-0.1	0.9	-3	0.9	-4	3.4
COc1ccccc1OCCn1cc(/C=N/NC(N)=S)c2ccccc21	-2	-9	-10	-0.3	-0.2	0.9	29	1	-2	0.0
Cc1cc(-c2ccccc2)nc2cc(C(=O)NCCCn3ccnc3)nn12	1	3	nt	0.8	0.4	1	1	1	-3	0.5
NCC(O)COCCC12CC3CC(CC(C3)C1)C2 (stereo unspecified)	-2	-4	-17	-0.9	-0.5	0.8	16	0.9	-5	-2.2
O=C(Nc1cccc(S(=O)(=O)Nc2ccc(Cl)cc2)c1)c1ccc(Cl)nc1	0	-14	2	0.1	-0.2	0.8	21	1	-3	7.5
COc1ccc(Cl)cc1N(C)C(=O)CCNC(=O)Cn1cnc2ccccc2c1=O	0	-6	-14	-0.7	-0.4	1	2	1	-2	0.7
CSc1nc(Oc2ccc(=O)[nH]n2)nc(N(C)C)n1	-4	2	nt	-0.6	-0.1	1	-2	1	2	1.5
COc1ccc(N(CC(=O)NC(C)(C)C)C(=O)c2ccco2)cc1	-7	-13	-47	1.3	-0.3	1	1	1	-9	0.5
(list continues)
SMILES	TNAP inh hi DEA	TNAP inh noacc	S1P3 antag	Redox H2O2 prof	Hsp70 activator	PMI act	L major viab	PMI act hi M6P	Efa HMGR inh	RAM network inh
COc1cc(OC)cc(-c2nc(-c3ccccc3)no2)c1	-5	-12	-38	0.8	1.0	0.9	-4	0.9	-2	6.1
Cc1nccc(-c2ccc(-n3cnc4ccccc43)cc2)n1	-7	-9	nt	0.4	0.2	0.9	62*	1	-4	1.9
Cn1c(=O)c2c(nc(OCC3COC(C)(C)O3)n2Cc2ccccc2F)n(C)c1=O (stereo unspecified)	0	11	-29	-4.0	0.0	1	7	0.9	3	1.1
CCOC(=O)COc1ccc(C(=O)NC2CCCCC2)cc1	0	-6	-11	-3.5	-0.2	0.9	-4	1	-6	1.0
O=C(CCC1CCCN(C(=O)CC2=CCCCC2)C1)N1CCN(c2ccccn2)CC1 (stereo unspecified)	-2	-7	-11	-0.8	0.0	0.9	-3	0.9	-2	0.1
CCc1nnc(SCC(=O)NC2CCCCC2)nc1CC	0	-8	-5	2.1	-0.1	1	-4	1	-4	-0.8
COc1ccc(NC(=S)N2CCC(N(C)CCN3CCOCC3)CC2)cc1	-5	0	-4	0.1	-0.3	1	47	1	-3	2.3
COc1ccc(OC)c(/C=C/C(=O)OCC(=O)Nc2ccc(Cl)c(S(=O)(=O)N(C)C)c2)c1	0	-8	-11	0.2	-0.4	0.8	-11	0.8	0	5.7
CCCC(=O)Nc1c2c(nn1-c1ccc(C)cc1C)CSC2	-2	-11	18	0.1	-0.2	0.8	-3	1	3	2.9
COc1ccccc1/C=C/C(=O)OCC(=O)Nc1c(F)cccc1F	-3	-15	-10	0.7	0.1	0.9	-8	1	-18	3.0
CCC(=O)NC(=S)Nc1ccc(NC(=O)c2ccc([N+](=O)[O-])cc2Cl)cc1	1	-13	3	0.4	-0.4	0.8	-1	0.9	0	0.7
Cc1ccc(CC(=O)OCC(=O)NC2CCCC(C)C2C)cc1C (stereo unspecified)	-4	-9	nt	-3.3	-0.4	1	-4	1	-2	0.8
O=C(Nc1nc2ccccc2[nH]1)C1CCCO1 (stereo unspecified)	-8	-2	3	-2.1	-0.1	1.1	-4	1	-2	0.1
O=C(Cn1cc(C(=O)C2CC2)c2ccccc21)NCc1ccccc1	3	-6	nt	0.6	-0.2	1	2	1	-1	1.5
O=C(OCc1nc2ccccc2[nH]1)C1CCCCC1	-2	-36	6	0.1	-0.2	0.9	44	0.9	-5	3.0
COc1ccc(NC(=O)C2CC(c3cc(OC)c(OC)c(OC)c3)=NO2)cc1OC (stereo unspecified)	-3	-13	-26	0.2	-0.1	0.9	-2	1	-4	-0.2
CCOC(=O)c1c(CSC(=N)N)n(-c2ccc(C)cc2)c2cc(Br)c(OC(C)=O)cc12	4	25	nt	18	-0.2	1	53*	1	-4	11*
COc1cc(C(=O)OCC(=O)Nc2cc(C)on2)cc(OC)c1OC	-8	-11	nt	-0.2	-0.1	1	-4	1	3	1.8
CCOCCCN(Cc1ccco1)C(=O)c1cc2c(=O)[nH]c3ccc(C)cc3c2s1	-1	-12	nt	-1.3	0.1	1	73*	0.9	2	3.7
CCOc1ccc(NC(=O)C(=O)N/N=C/c2ccccc2F)cc1	-3	-8	-2	-0.2	-0.4	1	-8	1	-6	4.3
CCc1nnc(N/N=C/c2ccc(-c3ccc([N+](=O)[O-])cc3)o2)n1N	10	-1	-15	-0.8	0.1	1.2	9	0.6	0	-0.1
Cn1cc([N+](=O)[O-])c(C(=O)Nc2ccc3nc(-c4ccccc4)[nH]c3c2)n1	-2	0	-1	0.2	-0.3	0.9	14	0.9	-6	0.1
COc1cc(C(=O)Nc2sc(C)c(C)c2C(=O)O)cc(OC)c1OC	-3	-10	-7	-0.2	-0.4	1	-6	1	0	2.1
CCOC(=O)c1oc2nc(C(C)C)c3c(c2c1N)CCC3	-1	-9	11	-3.4	0.2	0.9	16	1	2	4.7
Cc1ccccc1N1C(=O)[C@@H]2Cc3ccccc3CN2C1=O	1	-7	6	-0.5	0.4	0.9	-3	1	-4	0.1
Fc1ccc(N2CCN(c3ncnc4c3nnn4Cc3ccccc3Cl)CC2)cc1	nt	nt	nt	-0.4	-0.2	nt	0	nt	-2	2.7
CCOC(=O)CNC(=O)CN1CCCN(S(=O)(=O)c2ccc(Br)s2)CC1	-5	-10	1	0.6	-0.5	0.9	-5	0.9	-5	-0.4
CCC1=NN(C(=O)c2cccnc2)C(O)(C(F)(F)F)C1 (stereo unspecified)	-2	-9	4	0.2	0.0	1.1	25	1.1	-12	2.1
COc1ccc([N+](=O)[O-])cc1N(CC(O)CN(CC(C)C)CC(C)C)S(=O)(=O)c1ccccc1 (stereo unspecified)	-3	-10	nt	1.2	0.3	0.9	11	1	-5	0.0
